inhibitors of VEEV = inhibitors of VEEV TC-83 cytopathic effect, confirmation, Vero cells (AID 588727). 0.13% of 350,000 active. inhibition, % at 20 µM, or IC50 in µM where a hit was titrated. Vero cells, VEEV TC-83 cytopathic effect inhibition; higher % means a stronger effect; in the data active = a potency from the dose series; inconclusive = inhibition mostly from about 14% at the one dose, without a potency; inactive = the rest, 99 in 100 with inhibition below about 12%; note: strong numbers were not always called active
H1N1 NS1A inhibition = H1N1 influenza NS1A inhibitors, functional cell based assay (AID 504329) | inhibition, % at 12.5 µM, or IC50 in µM where a hit was titrated | 0.3% of 340,000 active | NS1A functional cell-based assay, percent inhibition; higher % means a stronger effect; in the data active = a potency from the dose series; inconclusive = inhibition above about 27% without an active follow-up result; note: strong numbers were not always called active
tuberculosis growth = growth inhibition of non-replicating M. tuberculosis (AID 488890); 0.39% of 320,000 active; inhibition, % at 25 µM, or IC50 in µM where a hit was titrated; Mycobacterium tuberculosis non-replicating, growth inhibition; higher % means a stronger effect; in the data active = a potency from the dose series; inconclusive = inhibition mostly from about 82% at the one dose, without a potency; inactive = the rest, 99 in 100 with inhibition below about 76%;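 note: plate controls were DMSO cells for no effect and high antibiotic wells for full effect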
H37Rv inhibition = M. tuberculosis growth inhibition, HTS (AID 449762); M. tuberculosis H37Rv growth inhibition, 7H9 media; higher % means a stronger effect; inhibition, % at 25 µM; hits with a dose series show IC50 in µM; 0.59% of 330,000 active; in the data active = a potency from the dose series; inconclusive = inhibition above about 70% without an active follow-up result;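 note: bacterial growth assessed after seven days of incubation; strong numbers were not always called active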
Salmonella PhoP GFP = Inhibition of PhoP regulon, Salmonella typhi GFP reporter cells, confirmation, 4 h (AID 1850) | one-dose inhibition, % at 50 µM; IC50 in µM for titrated hits | Salmonella Typhi PhoP-promoter GFP reporter, fluorescence, 4 h; higher % means a stronger effect | 0.33% of 310,000 active; in the data active = a potency from the dose series; inconclusive = inhibition mostly from about 25% at the one dose, without a potency; inactive = the rest, 99 in 100 with inhibition below about 19%;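 note: 0% = induced wells with vehicle and 100% = uninduced wells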
inhibitors of VEEV 10K pilot screen = recorded beside inhibitors of VEEV, whose call it bears; inhibition, %; measured here: 10K pilot screen inhibition
Starred values were filed as active, the others as inactive; i = inactive; ? = inconclusive; / = not tested or not shown.

SMILES | inhibitors of VEEV | H1N1 NS1A inhibition | tuberculosis growth | H37Rv inhibition | Salmonella PhoP GFP | others
C=C1c2cc(C)ccc2NC(=O)N1c1ccc(C)cc1 | 5.8% | 0% | -6% | -6% | -4%
O=C(Nc1ccc(Cl)cc1)c1ccc(-n2cccn2)c([N+](=O)[O-])c1 | i | -1% | 27% | 51% | 4%
Cc1ccc(/C=N/N2CCN(Cc3ccccc3)CC2)o1 | 0.4% | 7% | -7% | 0% | -3%
CC(=O)c1ccc(N2CCN(C(=O)CCN3C(=S)NC(C)(C)CC3C)CC2)cc1 (stereo not given) | 0.2% | 7% | -8% | -1% | 7%
Cc1ccc(C)n1-c1nnc(N2CCC(C(=O)NCCCN3CCN(C)CC3)CC2)s1 | 0.3% | 11% | -2% | 1% | -12%
Cn1c(N)c(C(=O)CSc2nnc(N)s2)c(=O)n(C)c1=O | i | 1% | 8% | -1% | /
Cc1c(C(=O)C(=O)NCc2cccs2)c2ccccc2n1C | 3.8% | -7% | 17% | -1% | 9%
CC(C)NC(=S)NNc1ncnc2sc3c(c12)CC(C)(C)OC3 | i | / | -13% | -1% | -3%
Cc1cc(C)c(S(=O)(=O)NCC2CCC(C(=O)NCc3ccc4c(c3)OCO4)CC2)c(C)c1 (stereo not given) | 1.8% | -3% | -2% | -8% | -8%
NC(=O)c1oc2ccccc2c1NC(=O)c1ccccc1 | 7.9% | 22% | 3% | -2% | 0%
Cc1ccc2nc(N3CCC(C(=O)O)CC3)nc(-c3ccccc3)c2c1 | 2.2% | -1% | 14% | -2% | 3% | inhibitors of VEEV 10K pilot screen=3.8
CC1CCCC(NC(=S)Nc2ccc(SC(F)F)cc2)C1C (stereo not given) | i | -1% | ? | ? | -4%
O=S1(=O)C[C@H]2NC(=S)N(c3ccccc3)[C@H]2C1 | 1.1% | -19% | -5% | -3% | 3%
COC(=O)c1sc(NC(=O)c2c(F)cccc2F)c(C#N)c1C | 1.9% | -2% | 36% | 1% | -5%
COc1ccc(OC)c(NC(=O)CSc2nnc(C3CCCCC3)o2)c1 | 0.9% | -2% | 65% | 5% | 4%
Cc1cccc(C(=O)OCC(=O)N2CCCC2=O)c1[N+](=O)[O-] | 0.4% | -8% | -1% | -5% | 1%
CCCn1c(=O)c(C(=O)NNS(=O)(=O)c2ccc(Cl)cc2)c(O)c2ccccc21 | 2.2% | 4% | 30% | -3% | -4% | inhibitors of VEEV 10K pilot screen=2.7
Cc1cccc(NC(=O)c2ccc([N+](=O)[O-])s2)c1C | i | -2% | ? | 53% | -9%
COc1ccc(NS(=O)(=O)c2cc(C(=O)N(C)CCc3ccccn3)ccc2Cl)cc1 | 4.9% | 0% | / | / | /
COC(=O)C(C#N)c1nc2ccccc2nc1N1CCN(Cc2ccc3c(c2)OCO3)CC1 (stereo not given) | / | / | 10% | 2% | 20%
CSC(=N/N=C(\N)c1cnccn1)SC | 0.6% | -4% | 3% | 9% | -8%
Cc1cc(SCCC(=O)O)nc2c(C)cccc12 | 3.7% | 9% | 34% | / | -17%
Cc1csc(NC(=O)CSc2nnc(Cc3cccn3C)n2-c2ccc(F)cc2)n1 | 1.1% | 3% | / | -3% | 1%
CCOC(=O)N1CCC(NC(=O)c2cc3sccc3n2CC)CC1 | 2.4% | 0% | 5% | 4% | -4%
COc1cc(NC(=O)c2ccco2)ccc1NC(=O)c1ccccc1Cl | 4.5% | 3% | 38% | 31% | -10% | inhibitors of VEEV 10K pilot screen=2.4
CCN(CCNC(=O)C1CCN(S(=O)(=O)c2c(C)noc2C)CC1)c1ccccc1 | i | 1% | 14% | 0% | 8%
COc1ccc(CN2C(=O)c3cccnc3C2=O)cc1S(=O)(=O)N(C)c1cccc(C)c1 | 3.3% | 1% | 8% | 6% | 8%
O=C1Nc2ccc(Br)cc2/C1=N\N=C\C1=C(N2CCOCC2)C(=C/c2ccccc2)/CC1 | 7.9% | 21% | / | / | /
COc1cc(NC(=O)COc2ccc(-n3ccnc3)cc2)cc(OC)c1 | 4.8% | -4% | / | 39% | -6%
O=C(Nc1ccc(-c2nnc3n2CCCCC3)cc1)c1cnccn1 | 0.2% | 1% | / | / | /

Next section, overlapping the part above by 4 compounds.
SMILES | inhibitors of VEEV | H1N1 NS1A inhibition | tuberculosis growth | H37Rv inhibition | Salmonella PhoP GFP | others
COc1ccc(CN2C(=O)c3cccnc3C2=O)cc1S(=O)(=O)N(C)c1cccc(C)c1 | 3.3% | 1% | 8% | 6% | 8%
O=C1Nc2ccc(Br)cc2/C1=N\N=C\C1=C(N2CCOCC2)C(=C/c2ccccc2)/CC1 | 7.9% | 21% | / | / | /
COc1cc(NC(=O)COc2ccc(-n3ccnc3)cc2)cc(OC)c1 | 4.8% | -4% | / | 39% | -6%
O=C(Nc1ccc(-c2nnc3n2CCCCC3)cc1)c1cnccn1 | 0.2% | 1% | / | / | /
Cn1c(=O)c2c(ncn2CC(O)CNc2ccc(Cl)cc2)n(C)c1=O (stereo not given) | 1.6% | 1% | -4% | -2% | -2%
CNC(=O)c1cc(Oc2ccc(NC(=O)Nc3ccc(Cl)c(C(F)(F)F)c3)cc2)ccn1 | i | 5% | 37% | ? | /
O=C(COc1ccccc1)NCC1COc2ccccc2O1 (stereo not given) | 2.4% | -9% | 27% | -1% | 5%
COc1ccc(S(=O)(=O)N(C)C)cc1NC(=O)CCNC(=O)c1ccco1 | 0.4% | -6% | -9% | 4% | 13%
COC(CNC(=O)c1ccc(N2CCc3ccccc32)c([N+](=O)[O-])c1)OC | 0.3% | 11% | 18% | -9% | -4%
COc1cc(C(=O)Nc2ccc(S(=O)(=O)Nc3cc(C)nc(C)n3)cc2)cc(OC)c1OC | 0.8% | -10% | 14% | -1% | 13%
CS(=O)(=O)N(CC(=O)NCCSCc1ccccc1Cl)c1ccc(F)cc1 | i | -17% | 13% | -2% | -3%
Cc1nc2nc(C)c(CCC(=O)NC(C)c3ccc4c(c3)OCCO4)c(C)n2n1 (stereo not given) | i | 4% | 1% | -13% | 12%
CCc1c(C)n2nc(C)cc2[nH]c1=O | i | -4% | -1% | -13% | 9%
Cc1nnc(SCC(C)C)[nH]c1=O | 2.4% | 0% | -9% | 22% | 3%
Cc1ccc(C)c(S(=O)(=O)N2CCN(C(=O)CCCc3c[nH]c4ccccc34)CC2)c1 | 7.2% | -8% | 6% | 18% | 8%
CC(C)(C)c1ccc(C(=O)NNC(=O)CNC(=O)c2cccs2)cc1 | 0.8% | -1% | 0% | 1% | /
CCOC(=O)CSc1nc2sccc2c(=O)[nH]1 | 0.7% | 1% | -17% | -1% | 10%
COc1ccc(CC(=O)NCc2nn(-c3ccccc3)nc2C)cc1OC | i | 11% | 2% | -1% | 16%
O=C(NCCNC(=O)c1ccccc1[N+](=O)[O-])c1ccccc1[N+](=O)[O-] | 2.4% | -22% | 7% | 1% | 1%
COc1ccc(NC(=O)c2ccc(-c3ccc(C(C)=O)cc3)o2)cn1 | 6.7% | -4% | 78% | 5% | /
CC(C)Cn1c(=O)c(CCC(=O)Nc2ccc(N3CCOCC3)cc2)nc2cc(Cl)ccc21 | 2.6% | 17% | -7% | -6% | 0%
CC(C)CN(C(=O)CSc1ncnc2sccc12)C1CCS(=O)(=O)C1 (stereo not given) | 0.2% | 9% | 0% | 3% | /
CCOC(=O)C1(Cc2cccc(OC)c2)CCCN(S(=O)(=O)CC)C1 (stereo not given) | 0.1% | -13% | -17% | -3% | 4%
COc1ccc(-c2nnc3ccc(SC)nn23)cc1 | i | 10% | 74% | 13% | -15% | inhibitors of VEEV 10K pilot screen=3.0
CC1(C)Cc2c(sc3c2c(=O)n(-c2cccc(Cl)c2)c(=O)n3CC(N)=O)CO1 | 5.2% | -9% | -2% | 2% | -7%
NC1=NC2(CCCCC2)N(c2cccc(Cl)c2)C(N)=N1 | i | 1% | 5% | 3% | -2%
COC(=O)N/N=C(\C)c1ccc2ccccc2c1OC(F)F | 1.0% | -11% | 17% | 5% | -8%
Cc1cc(C)cc(OC(=O)CCN2C(=O)C3C4C=CC(C5CC45)C3C2=O)c1 (stereo not given) | i | 1% | ? | ? | -7%
Cc1cc(/C=C2\C(=O)NC(=O)N(c3ccc(Cl)cc3)C2=O)c(C)n1-c1cccc(C(=O)O)c1 | 3.2% | 4% | -1% | 5% | -15%
CC(C)CCNC(=O)c1cc(S(=O)(=O)N2CCCCC2)ccc1N1CCOCC1 | 0.6% | -3% | 3% | 10% | -9%
O=c1oc2ccccc2c(N2CCCCC2)c1[N+](=O)[O-] | i | -2% | 14% | 6% | 3%
COCCCNS(=O)(=O)c1ccc2c3c(cccc13)C(=O)S2 | 0.3% | 0% | 1% | 2% | 3% | inhibitors of VEEV 10K pilot screen=1.4
COc1cccc(N2CCN(C(=O)CNC(=O)c3sc4ccccc4c3Cl)CC2)c1 | 0.4% | 6% | 26% | 1% | -10%
Cc1ccc(C(=O)OCC(=O)NC(=O)Cc2ccccc2)c(O)c1 | 2.6% | -10% | 26% | -8% | -7%
O=C(C1CC1)N1CCN(c2nc3ccccc3s2)CC1 | 0.5% | -2% | -1% | 5% | -4%
Cc1cc(Br)cc(C)c1NC(=O)c1ccccc1[N+](=O)[O-] | i | 11% | -11% | -6% | -2%
CC1=C(C(=O)N2CCOCC2)C(c2cc(C)cs2)NC(=O)N1 (stereo not given) | 0.7% | 1% | -1% | 3% | 2% | inhibitors of VEEV 10K pilot screen=0.4
CCOC(=O)C1=C(c2ccccc2)N=C2SCC(=O)N2C1c1ccc(OCC)c(OCC)c1 (stereo not given) | 0.3% | 6% | -7% | -5% | -14%
O=C(N(c1ccccc1)c1ccccc1)n1ccnc1 | i | -6% | -1% | -10% | -2%
Cc1cc(NC(=O)C(C)Oc2ccc(Cl)cc2Cl)n(-c2ccccc2)n1 (stereo not given) | 6.4% | 1% | 25% | -1% | 1%
Cc1ccc(C(=O)OCC(=O)c2cc(C)n(CC3CCCO3)c2C)cc1 (stereo not given) | 1.6% | 1% | 13% | 0% | -13%
O=C(Nc1ccc(N2CCOCC2)c(Cl)c1)c1ccc(Cl)cc1 | 5.9% | -3% | 21% | 5% | 22%
Cc1ccc(-c2nnc(N(C)C(=O)c3cccnc3)s2)cn1 | 1.1% | 4% | -9% | -6% | 10%
CC(C)NC(=O)COC(=O)c1cncc(Br)c1 | 0.4% | 16% | 6% | -6% | 6%
CC1O[C@@H](OC2C(O)C(O)C(CO)O[C@H]2OC2C[C@]3(C)C(CC(O)C4[C@@H]([C@]5(C)CC[C@@H](C(C)(C)O)O5)CC[C@]43C)[C@@]3(C)CCC(O)C(C)(C)C23)C(O)C(O)C1O (stereo not given in full) | 0.7% | 6% | 5% | 1% | / | inhibitors of VEEV 10K pilot screen=0.0
Cc1ccc(C2=C(O)c3ccccc3C(=O)C2=O)cc1 | i | 2% | / | 6% | -2%
Cc1ccc(C2NC(C(=O)O)CS2)cc1 (stereo not given) | / | / | -13% | -11% | 9%
CC1=C(C(=O)Nc2ccc(C)cc2C)C(c2ccc(C)o2)NC(=O)N1 (stereo not given) | i | 22% | 0% | -4% | -4%
CC1=NC(C)(C)Cc2cc(C)c(C)cc21 | i | -8% | -3% | 5% | 11%

Structures listed so far with bromine:
SMILES | inhibitors of VEEV | H1N1 NS1A inhibition | tuberculosis growth | H37Rv inhibition | Salmonella PhoP GFP | others
O=C1Nc2ccc(Br)cc2/C1=N\N=C\C1=C(N2CCOCC2)C(=C/c2ccccc2)/CC1 | 7.9% | 21% | / | / | /
Cc1cc(Br)cc(C)c1NC(=O)c1ccccc1[N+](=O)[O-] | i | 11% | -11% | -6% | -2%
CC(C)NC(=O)COC(=O)c1cncc(Br)c1 | 0.4% | 16% | 6% | -6% | 6%

(continued)
SMILES | inhibitors of VEEV | H1N1 NS1A inhibition | tuberculosis growth | H37Rv inhibition | Salmonella PhoP GFP | others
CC(C)C(=O)NNC(=O)CSc1nnc(-c2ccccc2)c(-c2ccccc2)n1 | 1.3% | 2% | -20% | -3% | -6%
CN(C)c1nc(N)nc(N(c2ccccc2)c2ccccc2)n1 | 1.7% | 26% | / | 2% | -13%
O=C(O)C1CCN(Cc2cnn(-c3ccccc3)c2-n2cccc2)CC1 | i | 3% | 18% | -4% | 0%
Cc1cc(O)c(Sc2ncn[nH]2)cc1NS(=O)(=O)c1ccc(Cl)cc1 | i | 1% | 4% | -15% | /
Cn1cc(Br)c(C(=O)N/N=C/c2cccc(OC3CSC3)c2)n1 | 0.8% | 6% | -1% | 0% | -5%

Screening data from PubChem BioAssay.
